MITF primary: blocks human microphthalmia-associated transcription factor. inhibition, % at 2.6 µM. AlphaScreen MITF homodimerization, bead proximity signal. AID 1259374. 0.91% of 650,000 active; in the data active = inhibition above about 50%;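 also: 0% = vehicle wells with protein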
Target sequence (O75030 whole entry, looked up): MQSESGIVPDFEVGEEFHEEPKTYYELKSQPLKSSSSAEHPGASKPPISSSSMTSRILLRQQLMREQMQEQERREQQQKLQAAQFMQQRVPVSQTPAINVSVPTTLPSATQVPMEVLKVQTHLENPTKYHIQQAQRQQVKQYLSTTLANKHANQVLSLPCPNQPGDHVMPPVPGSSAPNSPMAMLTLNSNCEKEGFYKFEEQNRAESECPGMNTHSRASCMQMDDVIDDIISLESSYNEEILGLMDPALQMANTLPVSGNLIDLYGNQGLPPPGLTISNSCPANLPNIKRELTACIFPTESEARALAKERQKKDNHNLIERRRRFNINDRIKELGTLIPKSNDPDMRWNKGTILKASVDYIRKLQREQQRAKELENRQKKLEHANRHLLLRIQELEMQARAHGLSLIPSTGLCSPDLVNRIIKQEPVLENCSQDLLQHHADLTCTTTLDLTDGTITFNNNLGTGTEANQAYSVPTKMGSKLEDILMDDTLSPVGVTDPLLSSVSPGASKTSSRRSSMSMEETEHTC
FBW7 act: activators of human E3 ligase FBW7; normalized activity (activation), % at 26.1 µM; AID 1259310; 0.13% of 650,000 active; Q969H0; AlphaScreen FBW7–phospho-cyclin E peptide binding, activator screen; in the data active = normalized activity above about 1.9%;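 also: purified mutant Fbw7 with reduced substrate affinity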
GPR151 activ: human GPR151 activation. 1% of 650,000 active. AID 1508602. PathHunter beta-arrestin GPR151 cells, luminescence. activation, % at 11.2 µM; in the data active = activation above about 4.9%;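 also: 0% = median of compound wells and 100% = cells with positive control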
Target sequence (Q8TDV0 whole entry, looked up): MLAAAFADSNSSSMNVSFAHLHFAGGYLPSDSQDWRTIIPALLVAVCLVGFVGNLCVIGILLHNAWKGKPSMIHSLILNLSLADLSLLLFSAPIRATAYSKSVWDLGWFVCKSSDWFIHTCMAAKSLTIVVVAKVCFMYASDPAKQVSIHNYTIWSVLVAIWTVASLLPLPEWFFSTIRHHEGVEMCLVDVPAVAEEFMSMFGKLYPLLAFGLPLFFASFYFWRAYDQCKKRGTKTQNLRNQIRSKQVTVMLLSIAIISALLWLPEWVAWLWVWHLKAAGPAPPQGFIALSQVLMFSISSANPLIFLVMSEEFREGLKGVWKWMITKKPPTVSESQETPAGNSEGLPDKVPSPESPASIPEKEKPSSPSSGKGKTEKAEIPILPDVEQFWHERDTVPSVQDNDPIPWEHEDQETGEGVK
TEAD-YAP block: TEAD-YAP interaction inhibition; HEK-TIYL cells, TEAD-Gal4/YAP UAS-luciferase luminescence; inhibition, % at 9.12 µM; 1.4% of 640,000 active; in the data active = inhibition above about 32%;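 also: 0% = median of test compound wells and 100% = reference inhibitor wells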
An asterisk follows results filed as active.

Results follow in this order: MITF primary, FBW7 act, GPR151 activ, TEAD-YAP block
CC(C)(C)NC(=O)CCc1nnc(Cc2c[nH]c3ccccc23)o1
 : 17, 0.1, -2.2, -12
CC(=O)c1c(-c2ccc(C)cc2)c2ccccc2[nH]c1=O
 : 0, -0.2, -0.4, 8
O=C(O)CC(CC(=O)Nc1cccc([N+](=O)[O-])c1)c1ccccc1 (stereo not drawn)
 : 3, 0.4, 2.7, -6
O=S(=O)(NC1c2cccc3cccc(c23)C1Sc1ccccn1)c1ccccc1 (stereo not drawn)
 : 5, -0.1, 1.3, 6
CC1=C(C(=O)N2CCCC(CCC(=O)NCc3ccccc3F)C2)OCCO1 (stereo not drawn)
 : 9, 0.1, 0.0, -3
CCN(CC)CCN(C(=O)c1cccs1)c1nc2ccc(C)cc2s1
 : 3, 0.4, 1.8, -23
N#Cc1c(NC(=O)CCS(=O)(=O)c2ccc(Cl)cc2)sc2c1CCCC2
 : -2, 0.2, -0.2, 6
CCN1CCN(CCCCOc2cccc(C(F)(F)F)c2)CC1
 : 64*, -0.2, 0.4, 10
COc1ccc(C2=N/C(=C\c3cccc([N+](=O)[O-])c3)C(=O)O2)c(Br)c1
 : 26, 0.0, -0.5, -7
CC(C)COc1ccc(CON2C(=O)c3ccccc3C2=O)cc1
 : 13, 0.2, 1.5, 7
O=C1CCCN1CC1CCCN(Cc2nc(COc3ccccc3)no2)C1 (stereo not drawn)
 : 10, 0.2, 0.8, -6
O=C(NCCO)/C(=C/c1cccc([N+](=O)[O-])c1)NC(=O)c1cccs1
 : -10, 0.0, -1.6, 1
CCOC(=O)C1CCN(c2ccc([N+](=O)[O-])cc2C(=O)Nc2cc(OC)cc3cccnc23)CC1
 : 16, 2.1*, -0.8, -12
CC(C)(C)Nc1ncnc2c1cnn2-c1ccccc1
 : 3, -0.1, -1.3, 45*
Cc1cc(C(=O)Nc2ccc(N3CCOCC3)cc2)nn1C
 : 8, 0.5, -6.4, -16
N#C/C(=C\c1c(Oc2ccc(Cl)cc2)nc2ccccn2c1=O)C(N)=O
 : 18, 0.3, -8.2, -3
CCNc1nc(NCC)nc(N(C#N)CCOc2ccccc2)n1
 : 7, 0.1, 0.3, -7
CC1CCN(C(=O)COC(=O)c2ccc([N+](=O)[O-])o2)CC1
 : 18, 0.0, 0.4, 6
Cc1ccc(S(=O)(=O)c2c[nH]c3ccc(F)cc3c2=O)cc1
 : 17, 0.0, 1.9, -7
Cc1ccc(CN2CCN(Cc3ccc(C)o3)CC2CCO)cc1 (stereo not drawn)
 : 3, 0.2, -0.6, -5
O=C(Oc1ccc(/C=N/NC(=S)NCCN2CCOCC2)cc1)c1cccnc1
 : 13, 0.0, -0.3, -6
Cc1ccc(CC(=O)NCc2nc(-c3ccc(Cl)cc3)no2)cc1
 : -4, -0.1, 1.3, -1
CCN(Cc1ccccc1)S(=O)(=O)c1cc(C(=O)Nc2ccc(C(C)C)cc2)ccc1F
 : 3, 0.1, -1.3, 2
C=CCOC(=O)c1sc(N2C(=O)c3oc4ccccc4c(=O)c3C2c2ccco2)nc1C (stereo not drawn)
 : 8, 0.1, -0.3, 0
CCCCOc1ccc(C(=O)OCCN(C2=NS(=O)(=O)c3ccccc32)c2ccccc2OC)cc1
 : 10, 0.1, 0.8, 6
CCC1CCCCN1S(=O)(=O)c1ccc(C(=O)Nc2nccs2)cc1 (stereo not drawn)
 : -4, 0.4, 5.1*, -1
CCOC(=O)c1nnn(-c2nonc2N)c1CSc1nc2ccc(C)cc2[nH]1
 : 3, 0.0, 1.1, 15
CCCCN(C(=O)NC(=O)Nc1cccc(C)c1)S(C)(=O)=O
 : -7, 0.0, -0.4, -10
Cc1ccc(NS(=O)(=O)c2cc(C(=O)O)ccc2Cl)c(C)c1
 : -16, -0.2, 1.7, -4
COc1cc(-c2nn3c(-c4ccccc4)nnc3s2)cc(OC)c1OC
 : 4, 0.1, 0.1, 1
CCSCCOC(=O)C1=C(C)NC2=C(C(=O)C(C(=O)OC)C(C)C2)C1c1ccc(C)c([N+](=O)[O-])c1 (stereo not drawn)
 : 11, 0.4, -0.5, 17
CC(C)N1CCN(Cc2cccc(OCCO)c2)CC1CCO (stereo not drawn)
 : -10, 0.1, -0.6, 0
COc1ccc(C2Nc3c(OC)cccc3C3C=CCC32)cc1[N+](=O)[O-] (stereo not drawn)
 : 15, -0.2, -1.4, 1
CCCN(C1CCN(C)CC1)S(=O)(=O)c1ccc(N)cc1
 : -8, 0.0, 1.2, 3
CC(C(=O)N1CCN(c2ccccc2F)CC1)c1ccc([N+](=O)[O-])cc1 (stereo not drawn)
 : 13, -0.1, 0.1, -6
O=C(c1cc(-c2ccco2)on1)N1CCCC1
 : 12, -0.1, -1.1, -46
Cc1nc(NCCO)c2sc3nc4c(cc3c2n1)COC(C)(C)C4
 : 7, -0.1, -1.5, 22
CCC1CCCCN1C(=O)CSc1nc2nc(C)c(Cc3ccc(F)cc3Cl)c(C)n2n1 (stereo not drawn)
 : 5, -0.2, 0.7, -1
Cc1ccc(S(=O)(=O)N2CCCC2NC(=O)Nc2cc(Cl)ccc2Cl)cc1 (stereo not drawn)
 : 8, 0.9, -0.5, -4
CC(C)OC(=O)C1C2C=CC3(CN(C(C)c4ccc(Br)cc4)C(=O)C13)O2 (stereo not drawn)
 : -1, 0.1, -0.1, 2

The listing continues:
structure | MITF primary | FBW7 act | GPR151 activ | TEAD-YAP block
CC(=O)N(C)C(c1ccc2c(c1)OCO2)c1nnnn1-c1c(C)cccc1C (stereo not drawn) | 18 | 0.1 | -1.1 | 9
c1ccc(-c2nn3c(Cn4cnc5ccccc54)nnc3s2)cc1 | 9 | 0.3 | 3.1 | 0
Nc1ncnc(Oc2cccc(C(F)(F)F)c2)c1[N+](=O)[O-] | 6 | 0.0 | 0.5 | 16
CC(C)=CCN1CCNC(=O)C1CC(=O)N(C)Cc1[nH]c2ccccc2c1C (stereo not drawn) | 7 | -0.1 | 0.7 | -2
O=C(NC(=S)Nc1ccc2oc(-c3ccc(F)cc3Cl)nc2c1)c1cc2ccccc2o1 | 5 | 0.1 | 0.1 | -7
CCn1nnc(NC(=O)c2ccc(C)c(Cl)c2)n1 | -6 | 0.3 | 0.3 | -49
Cc1nc(-c2ccccc2)c(CC(=O)O)s1 | -5 | -0.2 | 2.0 | -4
O=C1CCCC2=C1C(c1cc3c(cc1[N+](=O)[O-])OCO3)Nc1ccc(C(=O)c3ccccc3)cc1N2 (stereo not drawn) | 11 | -0.2 | 0.5 | 4

For convenience, part of the list above:
structure | MITF primary | FBW7 act | GPR151 activ | TEAD-YAP block
CC(=O)N(C)C(c1ccc2c(c1)OCO2)c1nnnn1-c1c(C)cccc1C (stereo not drawn) | 18 | 0.1 | -1.1 | 9
c1ccc(-c2nn3c(Cn4cnc5ccccc54)nnc3s2)cc1 | 9 | 0.3 | 3.1 | 0

Carrying on:
structure | MITF primary | FBW7 act | GPR151 activ | TEAD-YAP block
Clc1ccc2nc(N3CCN(c4ccccn4)CC3)c3nncn3c2c1 | 16 | 0.1 | 1.1 | 9
CC(C)c1cccc(O)c(=O)c1 | 6 | 0.2 | 0.6 | -2
CCCCOC(=O)CCc1c(C)[nH]c(=O)c(C#N)c1C | 9 | 0.7 | 1.1 | 10
CSCC(C)N1CCC(Oc2cccc(C(=O)NCc3cccnc3)c2)CC1 (stereo not drawn) | 4 | -0.1 | -1.8 | 7
O=C(Cn1c(-c2cscn2)nc2ccccc21)Nc1ccc(Oc2ccc(F)cc2)cc1 | -2 | -0.2 | -0.2 | 0
O=C(CCC(=O)N/N=C/c1ccncc1)N/N=C\c1ccncc1 | -17 | -0.2 | 1.4 | 0
O=C1NN(c2ccc(F)c(Cl)c2)C(=O)/C1=C\c1cccc(I)c1 | 7 | -0.1 | 5.2* | 8
Cc1c(C(=O)O)[nH]c2ccc([N+](=O)[O-])cc12 | -4 | -0.1 | -0.9 | -7
CN(Cc1ccccc1)c1ncc(C=O)s1 | -3 | -0.1 | -0.5 | -5
Cc1ccc(-n2c(SCCC(C)C)nc3sc4c(c3c2=O)CCC4)cc1 | 1 | -0.1 | -0.8 | -1
Cn1ccnc1Sc1ccc(/C=C(\C(N)=O)c2nc3ccccc3[nH]2)cc1[N+](=O)[O-] | 15 | 0.2 | -0.2 | -4
O=C(NCCCN1CCCC1=O)c1cnc(Nc2ccncc2)s1 | 6 | 0.1 | 3.8 | -13
O=C(CN1C(=O)CSC1=S)N1CCc2nnc(Cc3ccccc3)n2CC1 | 9 | -0.1 | -0.1 | 6
O=C(CC12CC3CC(C1)CC(CC(=O)Nc1nccs1)(C3)C2)Nc1nccs1 | 2 | -0.1 | 0.0 | 9
Cc1nnc(NC(=O)CC2c3ccccc3Oc3ccccc32)s1 | 1 | -0.1 | 0.7 | 1
C=CCNCCOc1c(Cl)cc(C)cc1Br | 10 | 0.2 | -0.7 | -9
COc1ccc(-n2nc(C(=O)N3CCN(c4cccc(Cl)c4)CC3)c3ccccc3c2=O)cc1 | 2 | 0.2 | -0.2 | -2
CCOc1ccc(S(=O)(=O)Nc2cccc(Cl)c2)cc1 | 3 | 0.0 | -0.3 | 10
O=C1C2C3C=CC(CO)(O3)C2C(=O)N1c1ccc(F)cc1 (stereo not drawn) | 0 | -0.1 | 1.4 | 2
COc1cc(C2C3=C(CCCC3=O)OC3=C2C(=O)CCC3)cc(Cl)c1OC | 3 | -0.1 | -1.6 | -5
Cc1cccn2cc(CCN3C(=O)c4ccccc4C3=O)nc12 | 16 | 0.5 | 0.4 | -3
COC(=O)c1c(OCc2cccnc2)cc(=O)n2c1CCN(CC(C)c1ccccc1)CC2 (stereo not drawn) | 13 | 0.2 | 2.1 | 8
OCCC1CN(Cc2ccncc2)CCN1Cc1ccsc1 (stereo not drawn) | 1 | -0.1 | -1.1 | 0
CC1(C)N=C(c2ccccn2)C(C)(C)N1O | 17 | 0.3 | -0.5 | -5
CCN1CCN(CCCNC(=O)c2cc3cc4ccc(OC)cc4nc3o2)CC1 | 16 | 0.4 | -0.2 | -10
COc1cc(Nc2nc(NC3CCN(Cc4ccccc4)CC3)nc3nc[nH]c23)cc(OC)c1OC | 7 | -0.1 | -0.5 | 1
CCc1csc2ncc(C(=O)N(C)c3ccccc3)c(=O)n12 | 14 | 0.0 | 0.5 | 1
COc1nnc(-c2ccc(C)c(S(=O)(=O)NC(C)(C)OC)c2)c2ccccc12 | -8 | -0.2 | -0.7 | -10
O=C(/C=C/c1ccc2c(c1)OCO2)Nc1cccc2c1C(=O)c1ccccc1C2=O | 0 | 0.5 | 0.1 | -8
C/C(=C\C(=O)c1cccnc1)Nc1ccc(F)cc1 | -6 | -0.1 | 3.7 | 4
O=[N+]([O-])c1ccccc1-c1ccc(CN2CCCC(CO)C2)o1 (stereo not drawn) | 2 | 0.0 | 0.1 | 2
COc1ccc(C(=O)NC2CCCCC2NC(=O)c2ccc(OC)cc2)cc1 (stereo not drawn) | 11 | 0.0 | -1.1 | 2

Individual results from the list:
FBW7 act, COc1nnc(-c2ccc(C)c(S(=O)(=O)NC(C)(C)OC)c2)c2ccccc12 is entered as -0.2
TEAD-YAP block, C/C(=C\C(=O)c1cccnc1)Nc1ccc(F)cc1 is entered as 4
MITF primary, COc1cc(Nc2nc(NC3CCN(Cc4ccccc4)CC3)nc3nc[nH]c23)cc(OC)c1OC is entered as 7
TEAD-YAP block, CCN1CCN(CCCNC(=O)c2cc3cc4ccc(OC)cc4nc3o2)CC1 is entered as -10
MITF primary, COc1ccc(C(=O)NC2CCCCC2NC(=O)c2ccc(OC)cc2)cc1 (stereo not drawn) is entered as 11
GPR151 activ, O=C(/C=C/c1ccc2c(c1)OCO2)Nc1cccc2c1C(=O)c1ccccc1C2=O is entered as 0.1

(listing goes on)
structure | MITF primary | FBW7 act | GPR151 activ | TEAD-YAP block
O=C(CSc1cccc2cccnc12)N1CCOCC1 | 2 | -0.1 | 0.2 | 5
CN(C)c1ccc(-c2noc(-c3ccccc3O)n2)cc1 | 12 | 0.1 | 0.0 | -15
O=C(NC1CCCCC1)c1ccc(C(=O)NC2CCCCC2)c([N+](=O)[O-])c1 | 5 | 0.4 | -0.6 | 11
O=C(N/N=C/c1c[nH]c2ccccc12)c1cc(Cl)ccc1O | 16 | 0.0 | -0.7 | -51
Cc1onc(C(=O)N2CCN(C(c3ccccc3)c3ccccc3)CC2)c1[N+](=O)[O-] | 1 | -0.2 | 0.4 | 16
CCn1c(=O)c([N+](=O)[O-])c(N2CCC(C)CC2)c2ccccc21 | 15 | 1.0 | 0.9 | 8
Cc1ccc2[nH]c(SCc3ccc(Cl)cc3Cl)nc2c1C | 9 | 0.0 | 1.3 | -8
CC(C)n1cnc2c(Nc3ccc(N4CCOCC4)cc3)nc(-c3ccc(C(=O)N4CCN(C)CC4)cc3)nc21 | 16 | 0.0 | -1.5 | 23
FC(F)(F)Oc1cccc(-c2nccc(NCc3cccc(C(F)(F)F)c3)n2)c1 | -8 | 0.0 | 0.2 | 50*
CCOC(=O)C1=NNC2C(=O)N(Cc3ccccc3)C(=O)C12 (stereo not drawn) | -19 | 0.0 | 0.9 | -1
Cc1ccccc1CNC(=O)C1CCN(C(=O)N2CC(C)Oc3ccc(Cl)cc32)CC1 (stereo not drawn) | -1 | 0.4 | -1.6 | 10
C/C(=N\NC(=O)c1ccccc1F)c1ccc2ccccc2c1 | 2 | 0.2 | -1.5 | -36

Screening results as filed in PubChem.
